HKDC1 inh: blocks human hexokinase HKDC1 activity; Q2TB90; 340,000 compounds, 0.16% hits; inhibition, % at 20 µM; recombinant HKDC1, G6PDH/diaphorase resazurin coupled fluorescence;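 active means inhibition above about 35% when tested at 20 µM, limit read from the data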;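 further: plate controls were DMSO wells with enzyme for no effect and DMSO wells lacking enzyme for full effect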
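test system = in-house recombinant HK5 (HKDC1) enzyme | amount = HKDC1 at 5 µg/mL | control set = DMSO-enzyme wells negative, buffer-substituted wells positive | compound = one dose of 20 µM, 1% DMSO | schedule = reaction time 90 min, room temperature, protected from light | technique = resorufin fluorescence at 613 nm | reagent = glucose with 1 mM ATP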
PfGluPho inh: PfG6PD (Plasmodium falciparum) enzyme inhibition | PfGluPho enzyme, NADPH resazurin-diaphorase fluorescence | 350,000 compounds, 0.78% hits | inhibition, % at 20 µM | AID 504690;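 active means inhibition reaching at least a set limit at 20 µM in the primary screen, cut at about 59% in these data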;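 further: 0% = DMSO wells with substrate and 100% = DMSO wells lacking glucose-6-phosphate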
SENP8 inh: inhibitors of human SENP8 protease | Q96LD8 | recombinant SENP8, Nedd8 substrate fluorescence | inhibition, % at 20 µM | 360,000 compounds, 0.64% hits; in the data active means inhibition mostly above about 40%, no sharp cut-off; inactive means mostly below about 27%
Target sequence (Q96LD8 whole entry, looked up): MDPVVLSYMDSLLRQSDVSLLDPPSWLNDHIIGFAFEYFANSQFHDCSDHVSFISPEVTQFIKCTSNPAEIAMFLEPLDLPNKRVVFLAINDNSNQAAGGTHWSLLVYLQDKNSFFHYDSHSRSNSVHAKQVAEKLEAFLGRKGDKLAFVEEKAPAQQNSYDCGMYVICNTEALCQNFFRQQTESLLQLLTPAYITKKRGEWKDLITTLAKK
SENP7 block: inhibitors of human SENP7 protease; AID 434973; inhibition, % at 5 µM; recombinant SENP7, Z-RLRGG-aminoluciferin luminescence, 40 min; Q9BQF6; 330,000 compounds, 1.5% hits;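 active means inhibition above about 50% at the single test dose, limit read from the data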;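 further: plate controls were DMSO with enzyme for no effect and no enzyme buffer wells for full effect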
Target sequence (Q9BQF6 706-1050 limits assumed): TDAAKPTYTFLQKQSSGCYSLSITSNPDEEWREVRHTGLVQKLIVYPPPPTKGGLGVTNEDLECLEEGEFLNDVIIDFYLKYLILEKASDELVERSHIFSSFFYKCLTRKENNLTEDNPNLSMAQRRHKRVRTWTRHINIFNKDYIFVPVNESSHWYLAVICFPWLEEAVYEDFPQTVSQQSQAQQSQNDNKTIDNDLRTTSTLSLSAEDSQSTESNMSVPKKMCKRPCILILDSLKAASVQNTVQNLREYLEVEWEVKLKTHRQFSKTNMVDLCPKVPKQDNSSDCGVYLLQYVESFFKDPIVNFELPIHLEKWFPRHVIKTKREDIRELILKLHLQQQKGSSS
NR3A LBD binder: NR3A (human) ligand-binding domain modulation; Tm shift relative to glycine control, % at 25 µM; 340,000 compounds, 2.5% hits; NR3A LBD differential scanning fluorimetry, Tm shift; 0% = protein alone, 100% = glycine-bound protein;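 active means melting temperature shift of at least 10% of the positive control shift, at one fixed dose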
SENP6 block: SENP6 protease inhibition; AID 2599; 330,000 compounds, 1.8% hits; Q9GZR1; Recombinant SENP6 catalytic domain, aminoluciferin luminescence; inhibition, % at 10 µM;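 active means inhibition above about 50% at the single tested dose, limit read from the data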;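 further: plate controls were DMSO wells with enzyme for no effect and DMSO wells lacking enzyme for full effect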
Target sequence (Q9GZR1 628-1112 limits assumed): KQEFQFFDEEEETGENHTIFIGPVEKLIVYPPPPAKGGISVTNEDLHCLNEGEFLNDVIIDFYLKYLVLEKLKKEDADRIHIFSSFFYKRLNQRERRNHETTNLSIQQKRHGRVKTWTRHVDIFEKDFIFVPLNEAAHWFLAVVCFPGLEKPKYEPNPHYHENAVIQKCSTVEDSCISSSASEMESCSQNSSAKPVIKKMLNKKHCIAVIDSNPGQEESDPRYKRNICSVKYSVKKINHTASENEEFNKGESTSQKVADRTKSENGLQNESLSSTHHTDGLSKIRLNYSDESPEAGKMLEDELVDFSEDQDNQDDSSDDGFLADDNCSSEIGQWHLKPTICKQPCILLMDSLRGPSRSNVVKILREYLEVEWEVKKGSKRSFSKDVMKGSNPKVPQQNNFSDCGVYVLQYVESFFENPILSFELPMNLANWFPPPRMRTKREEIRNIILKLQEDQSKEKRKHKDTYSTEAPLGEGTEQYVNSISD
MPTP inh: permeability transition pore inhibition; inhibition, % at 10 µM; 360,000 compounds, 1.4% hits; AID 602449; isolated mouse mitochondria, Ca2+ swelling absorbance, 30 min;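 active means inhibition of 50% or more, scaled per plate between neutral and stimulator controls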;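 further: 0% = DMSO wells given calcium and 100% = 1 mM EGTA wells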
ATG4B inh: ATG4B (human) cysteine protease inhibition | inhibition, % at 8.33 µM | Q9Y4P1 | ATG4B cleavage of LC3-PLA2, NBD-HPC fluorescence, 1 h | 340,000 compounds, 0.51% hits | AID 504462; in the data active means inhibition above about 40%
Numbers without * were called inactive; i = inactive; nt = no result given.

SMILES	HKDC1 inh	PfGluPho inh	SENP8 inh	SENP7 block	NR3A LBD binder	SENP6 block	MPTP inh	ATG4B inh
CCC(=O)Nc1nc(C)c(C(=O)NC2CCCCC2)s1	0	6	8	-1	1	-14	-1.0	1
COC(=O)[C@@H]1C[C@H]2CC[C@H](O)C[C@H]2N1Cc1ccc(N2CCN(C)CC2)cc1	4	10	24	11	0	-12	-0.8	-8
Cc1nc2ccc(NC(=O)NCCCO)cc2s1	-3	0	-186	1	1	-5	2.0	-7
Cc1ccc(C)c(C(C)NC(=O)C2CCCC2)c1 (configuration not stated)	-5	13	9	5	1	18	-0.5	-2
O=C(N/N=C/C=C/c1ccco1)C(O)c1ccccc1 (configuration not stated)	0	32	-8	8	-3	-17	1.7	6
CCCCC(O)(CCCC)C(=O)NN(C(=O)OC)c1ccccc1	-11	-1	16	-2	-5	-10	-11	0
Cc1cc(C)c(C#N)c(Nc2ccc3c(c2)OCCO3)n1	-1	4	-53	4	-1	-4	1.1	3
O=Cc1ccc(OCCOc2ccc([N+](=O)[O-])cc2)cc1	7	0	21	-6	0	13	-0.1	-11
Cc1nn(C)c(C)c1S(=O)(=O)Nc1ccc2c(c1)OCO2	5	21	10	-8	0	-13	-0.7	-3
CCOC(=O)N1CCN(S(=O)(=O)c2ccc(C)cc2)C1	-2	3	2	0	2	-14	1.1	-3
COc1ccc(C(=O)C2CCCN(Cc3nc4ccccc4nc3C)C2)cc1OC (configuration not stated)	3	-3	-9	-1	0	-4	0.7	7
C=CCN(CC=C)Cc1c(C)[nH]c2c(C)c(C)ccc2c1=O	15	-5	-7	-2	-1	5	2.8	8
CCOc1cc(/C=N/NC(=O)c2ccc(CN3CCOCC3)cc2)ccc1OCc1ccccc1	-5	15	-141	3	-23	1	1.1	-1
O=C(NC(=S)Nc1ccc(O)cc1)c1ccccc1Cl	-8	-4	6	3	16*	2	-0.4	-2
Cc1cc[n+](CC(=O)c2cccs2)cc1	-11	-3	-1	1	3	-18	-2.0	-8

Records listed above shown as hits in NR3A LBD binder.
| SMILES | HKDC1 inh | PfGluPho inh | SENP7 block | NR3A LBD binder | SENP6 block | MPTP inh | ATG4B inh |
| --- | --- | --- | --- | --- | --- | --- | --- |
| O=C(NC(=S)Nc1ccc(O)cc1)c1ccccc1Cl | -8 | -4 | 3 | 16* | 2 | -0.4 | -2 |

Other records:
SMILES	HKDC1 inh	PfGluPho inh	SENP8 inh	SENP7 block	NR3A LBD binder	SENP6 block	MPTP inh	ATG4B inh
Cc1cccc2sc(NC(=O)c3cccc(S(=O)(=O)N4CCc5ccccc54)c3)nc12	0	-7	-192	-7	10	-6	11	-10
COc1ccc(C(=O)N/C(=C/c2cccc3ccccc23)C(=O)NCCc2c[nH]c3ccccc23)cc1OC	15	14	-4	-8	-19	2	-0.6	-24
O=C(c1sc2ccccc2c1Cl)N1CCN(c2ncccn2)CC1	-6	-16	4	8	-2	2	0.8	-2
OC1C2CN3CCN(C2)CC1(Cc1ccccc1)C3 (configuration not stated)	-6	-3	19	-6	-1	9	-0.2	-10
COc1ccc(N(C(=O)c2snc(C(N)=O)c2N)C(C(=O)NC2CCCC2)c2ccco2)cc1OC (configuration not stated)	-4	-4	-99	-9	2	-17	0.8	2
COc1ccccc1C(=O)Nc1ccc2c(c1)n(C)c(=O)n2C	-1	-1	23	3	-1	-3	-0.3	-6
COC(=O)C1C(=O)c2c(C)noc2CC1(C)C (configuration not stated)	0	-2	6	-2	0	-21	0.2	-2
COc1ccc(CNC(=O)Cn2c(=O)n(CCC(=O)N3CCCCC3)c(=O)c3sccc32)cc1	2	0	24	-5	-2	-10	-1.9	-8
CC(=O)c1cccc(NCC(=O)Nc2cc(S(=O)(=O)N3CCCCC3)ccc2C)c1	8	13	-47	4	-2	-13	1.3	-9
COc1ccc(C(=O)c2c(NC(C)=O)sc3c2CCN(C(=O)OC(C)(C)C)C3)cc1	-2	3	14	-6	1	-7	2.2	2
CCCN1CCC(NC(=O)CCc2nnc(-c3ccccc3)o2)CC1	-5	4	-3	9	1	20	0.0	27
NC(=NC(=O)c1ccccc1)C1=C(O)CCC1=O	-13	-12	10	-8	2	-16	-0.8	0
O=C(CCC(=O)c1cccs1)NCc1ccncc1	-3	3	-26	-4	-1	-8	-0.4	-9
CCN(CC)CCNCc1ccc(-c2ccc(Cl)cc2)o1	-6	12	16	-2	2	3	1.4	-4
Cc1nc2cccc(C(=O)Oc3ccc([N+](=O)[O-])cc3)c2o1	0	-8	12	0	-1	11	-0.5	6
CN(C)S(=O)(=O)c1cccc(NC(=O)CCNC(=O)Nc2ccccc2)c1	6	-23	42*	5	2	-4	0.3	-16
Nc1c(-c2ccccc2)cnn1-c1cccc(Cl)c1	1	-1	6	94*	-35	90*	1.7	24
CC(C)=CCN1CCN(Cc2cccn2-c2nccs2)CC1CCO (configuration not stated)	-5	5	21	6	1	-2	0.4	3
NN=C1c2ccccc2-c2ccc(N)cc21	6	22	17	nt	-7	nt	0.4	-3
CC1(C)CC(=O)C(Sc2nnc(-c3ccc(NS(C)(=O)=O)cc3)n2Cc2ccco2)C(=O)C1	-5	22	7	1	0	-13	0.3	-5
COc1ccccc1C1c2ccc3ccccc3c2Oc2ncn(CCCO)c(=N)c21 (configuration not stated)	1	-2	-7	0	-3	-51	0.6	-2
COC(=O)c1sc(N)c(C(=O)OC)c1CSc1nnnn1C	-1	18	12	-2	0	1	0.4	-3
O=[N+]([O-])c1cc2c(cc1/C=N/Nc1nc(N3CCCC3)nc(N3CCCC3)n1)OCO2	-9	14	9	-4	-2	5	0.3	-11
Nc1cccnc1Sc1cc(Cl)c(Cl)cc1Cl	1	-3	18	-1	3	11	0.1	5
COc1cc(OC)cc(C(=O)OCCCOC(=O)c2cc(OC)cc(OC)c2)c1	2	-5	0	-5	4	-9	-0.9	1
Cc1cccc(NC(=O)NCC(c2cccnc2)N2CCOCC2)c1 (configuration not stated)	-4	-4	13	9	0	-7	-0.4	12
Cc1ccc(NC(=O)Cn2c(C)cc(C)c(C#N)c2=O)c(Cl)c1	1	-17	-67	9	-7	9	0.4	22
Cn1cccc1C(C#N)c1ccccc1C#N (configuration not stated)	-7	14	11	1	1	3	0.5	0
CCN(CC)C(=O)c1ccc(-c2nnc(Nc3cccc(O)c3)c3ccccc23)cc1	2	11	-60	-19	-3	3	0.1	1
Cc1ccc(S(=O)(=O)NCc2ccccc2)cc1C(=O)NCC1CCCO1 (configuration not stated)	-4	13	1	12	4	-13	1.4	3

Some of these compounds in order of their number in PfGluPho inh, low to high:
Compound | HKDC1 inh | PfGluPho inh | SENP7 block | NR3A LBD binder | SENP6 block | MPTP inh | ATG4B inh
CN(C)S(=O)(=O)c1cccc(NC(=O)CCNC(=O)Nc2ccccc2)c1 | 6 | -23 | 5 | 2 | -4 | 0.3 | -16
Cc1ccc(S(=O)(=O)NCc2ccccc2)cc1C(=O)NCC1CCCO1 (configuration not stated) | -4 | 13 | 12 | 4 | -13 | 1.4 | 3
COC(=O)c1sc(N)c(C(=O)OC)c1CSc1nnnn1C | -1 | 18 | -2 | 0 | 1 | 0.4 | -3

Remaining list, next part
SMILES	HKDC1 inh	PfGluPho inh	SENP8 inh	SENP7 block	NR3A LBD binder	SENP6 block	MPTP inh	ATG4B inh
CCNC(=O)COc1ccc(OCc2ccccc2)cc1	-5	-4	19	15	0	25	-1.1	29
O=C(CSc1nnnn1-c1ccccc1)NCc1cccs1	-2	-15	6	-3	-3	12	-0.9	5
O=C(Cn1c(=O)n(-c2ccc(F)cc2)c(=O)c2sccc21)N1CCCC1	6	-3	1	-8	-1	-9	-1.2	-5
O=C(/C=C/c1c(F)cccc1Cl)NCCCN1CCOCC1	-6	-9	-1	6	1	-3	0.0	4
Cc1ccc(C(=O)NCC(=O)OC(C)C(=O)Nc2ccc(N(C)C)cc2)cc1C (configuration not stated)	-2	2	17	-2	0	-4	-0.1	1
COc1ccc(C(NC(=O)c2ccccc2F)NC(=O)c2ccccc2F)cc1	-5	-4	17	5	5	3	2.8	0
CCCN(CCC)CCCNC(=O)c1cc2c(=O)[nH]c3ccccc3c2n1C	-5	2	-81	2	-1	-9	-0.5	-11
COc1ccc(C)cc1NC(=O)C(NC(=O)c1cc(OC)c(OC)c(OC)c1)C(C)C (configuration not stated)	-8	-7	-8	3	-1	-6	-1.3	-7
CCN(CC)C(=O)c1cnn(-c2ccccc2)c1NC(=O)c1cccs1	-4	-12	9	11	-3	7	0.5	4
CC(C#N)N1CCN(S(=O)(=O)c2ccc3c(c2)CCC3)CC1 (configuration not stated)	-9	-3	19	-1	-2	-2	-1.0	-4
Cc1nc(NCCc2ccccc2)c(C#N)c(C)c1[N+](=O)[O-]	-2	14	20	0	-10	-11	1.0	-2
COc1cccc(O)c1CN1CCC(n2nccc2NC(=O)c2ccc3c(c2)OCO3)CC1	-4	8	-8	-3	1	-4	0.5	-10
CCN(CC)Cc1cc(C(C)(C)C)cc(N2CCOCC2)c1O	0	37	28	nt	-1	nt	0.8	-8
Cc1cccc2cc(CN(CCN3CCOCC3)C(=O)NCc3ccccc3)c(=O)[nH]c12	4	-11	-15	-5	-2	-8	-14	-6
CCOCCCn1c(=S)[nH]c2cc(C(=O)N3CCOCC3)ccc2c1=O	-3	-5	14	0	1	-2	2.1	-2
CCCSc1nn2c(=O)c3ccccc3nc2s1	-4	9	7	45	0	64*	1.0	-6
COc1ccc(NC(=O)Nc2ccccc2C(=O)N2CCCC2)cc1	-2	10	24	6	4	-19	0.5	-9
CC(C)(C)NC(=O)C1N(c2cccnc2)C(=O)C2C(C(=O)Nc3ccccc3)C3(C)C=CC21O3 (configuration not stated)	-1	-7	27	-1	1	-4	0.6	5
O=C(N/N=C1\CC2CC=CC12)c1ccc(COc2ccccc2)cc1 (configuration not stated)	-3	1	5	4	-1	2	0.4	7
N#CC1=C(SCC(=O)NCc2ccccc2)NC(=O)CC1c1ccco1 (configuration not stated)	3	2	-4	4	2	-7	-4.6	-11
CCC(=O)N1CCc2cc(S(=O)(=O)NC(CC(C)C)C(=O)N3CCc4ccccc43)ccc21 (configuration not stated)	3	-24	16	-7	-2	-17	1.2	2
N#Cc1c(-c2ccco2)ccn(Cc2ccc(F)cc2)c1=O	-11	-3	-384	-5	1	-13	-0.7	-3
Cc1noc(C)c1COc1cccc(C(=O)Nc2cccnc2)c1	-4	-6	11	6	-1	18	-2.1	-15
c1ccc(-c2c3ccccc3nc3[nH]c4ccccc4c23)cc1	1	20	-472	8	-7	-3	1.8	7
O=C(Nc1nc(-c2cc3ccccc3oc2=O)cs1)c1ccc(Br)o1	0	-2	i	-6	29*	-33	1.9	0
CN(C)CCN(C(=O)c1ccc2ccccc2c1)c1nc2ccc(Br)cc2s1	4	-2	9	18	-1	-13	0.4	4
CS(=O)(=O)N(CC(=O)N/N=C/c1ccccc1C(=O)O)c1cccc(Cl)c1Cl	1	-8	20	7	-1	0	-1.6	11
Cc1cc2ccccc2n1CCNC(=O)c1ccccc1	4	-4	-39	2	-2	9	0.1	0
COc1ccc(C2C(C(=O)Nc3cc(OC)c(OC)c(OC)c3)c3ccccc3C(=O)N2C)cc1OC (configuration not stated)	-3	4	5	-11	-2	-4	0.4	-10
COc1ccc([N+](=O)[O-])cc1NCc1cccc([N+](=O)[O-])c1	-6	10	30	8	-2	4	3.3	5
CCN(CC)c1ccc(C(NC(C)=O)NC(C)=O)cc1	0	-10	-9	-11	-1	-4	0.7	-6
CC1CCN(C(=O)C(C)OC(=O)CSc2ccc([N+](=O)[O-])cc2)CC1 (configuration not stated)	4	50	8	-8	0	-3	-0.5	-5
S=C(Nc1ccccc1Cl)NC1CCN(Cc2ccccc2)CC1	-8	-4	18	5	-5	-17	42	8
Cc1c(C(=O)O)cccc1[N+](=O)[O-]	-2	-4	5	-9	2	-30	-1.0	-2

Some of the entries above, set out differently:
Molecule | HKDC1 inh | PfGluPho inh | SENP8 inh | SENP7 block | NR3A LBD binder | SENP6 block | MPTP inh | ATG4B inh
CCN(CC)c1ccc(C(NC(C)=O)NC(C)=O)cc1 | 0 | -10 | -9 | -11 | -1 | -4 | 0.7 | -6
Cc1c(C(=O)O)cccc1[N+](=O)[O-] | -2 | -4 | 5 | -9 | 2 | -30 | -1.0 | -2

From PubChem BioAssay
